# Bioassay records as filed in PubChem BioAssay.
# bIAP act: intestinal alkaline phosphatase (bovine) activation. purified bovine IAP, CDP-star luminescence, 30 min; hits give high values; fold of DMSO-control signal, blank-subtracted. activation factor at 20 µM. 0.17% of 200,000 active;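 active = activation factor of 2 or more at 20 µM, a signal rise over negative controls twice the positive control's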
# TR-FRET SRC-2 ct: counter-screen for PPARgamma SRC-2 recruitment agonists: TR-FRET artefact. 0.4% of 200,000 active. TR-FRET ratio at 8 µM. hits give high values. AID 1049; in the data active = TR-FRET ratio above about 2000; note: inactives centre near 1500
# TNAP act hiacc: activators of human TNAP at high phosphate acceptor concentration; P05186; purified TNAP, CDP-star luminescence, 1 M DEA, 30 min; hits give high values; 0 = EDTA background, 1 = DMSO-only activity; activation factor at 20 µM; 200,000 tested, under 10 active; AID 1136;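 active = activation factor at least 2 at 20 µM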
# Target sequence (P05186 whole entry, looked up): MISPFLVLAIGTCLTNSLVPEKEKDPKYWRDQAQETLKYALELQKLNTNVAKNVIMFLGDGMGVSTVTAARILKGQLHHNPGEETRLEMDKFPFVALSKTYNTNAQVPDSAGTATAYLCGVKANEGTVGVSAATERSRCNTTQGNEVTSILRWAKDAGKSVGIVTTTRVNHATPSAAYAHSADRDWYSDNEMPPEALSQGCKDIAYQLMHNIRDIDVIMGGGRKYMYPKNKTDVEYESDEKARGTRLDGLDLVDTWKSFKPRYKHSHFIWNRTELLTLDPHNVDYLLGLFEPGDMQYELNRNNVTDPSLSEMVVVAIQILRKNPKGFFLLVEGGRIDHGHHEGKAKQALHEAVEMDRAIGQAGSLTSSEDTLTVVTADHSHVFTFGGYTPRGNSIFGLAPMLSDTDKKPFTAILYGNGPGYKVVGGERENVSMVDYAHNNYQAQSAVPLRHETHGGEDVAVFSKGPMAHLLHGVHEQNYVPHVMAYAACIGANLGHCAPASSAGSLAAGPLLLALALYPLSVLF
#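 Test system – human TNAP · Doses – 20 µM single point · Incubation – 30 min, room temperature · Signal – luminescent substrate turnover signal · Read-out basis – activation factor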
# bIAP inhibitor: intestinal alkaline phosphatase (bovine) inhibition | purified bovine IAP, CDP-star luminescence, 30 min | inhibition, % at 20 µM | 190,000 tested, under 10 active | AID 1019;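 active = over 50% inhibition of intestinal alkaline phosphatase at 20 µM in the single-dose screen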
#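 System: Purified bovine intestinal alkaline phosphatase (IAP) enzyme | Input: IAP diluted 1/65,000,000 in the well | Also added: CDP-star chemiluminescent phosphatase substrate, 30 µM final | Dosing: 20 µM single dose | Times: Enzyme reaction for 30 min at room temperature | Detection: Luminescence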
# PPARg SRC-2 ag: PPARgamma-driven SRC-2 recruitment agonism. PPARgamma LBD-SRC-2 recruitment, biochemical. activation, % at 8 µM. 0.34% of 200,000 active; in the data active = activation above about 22%;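 note: 0% = vehicle and 100% = reference agonist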
# Target sequence (P37231 whole entry, looked up, the tested form may be a part): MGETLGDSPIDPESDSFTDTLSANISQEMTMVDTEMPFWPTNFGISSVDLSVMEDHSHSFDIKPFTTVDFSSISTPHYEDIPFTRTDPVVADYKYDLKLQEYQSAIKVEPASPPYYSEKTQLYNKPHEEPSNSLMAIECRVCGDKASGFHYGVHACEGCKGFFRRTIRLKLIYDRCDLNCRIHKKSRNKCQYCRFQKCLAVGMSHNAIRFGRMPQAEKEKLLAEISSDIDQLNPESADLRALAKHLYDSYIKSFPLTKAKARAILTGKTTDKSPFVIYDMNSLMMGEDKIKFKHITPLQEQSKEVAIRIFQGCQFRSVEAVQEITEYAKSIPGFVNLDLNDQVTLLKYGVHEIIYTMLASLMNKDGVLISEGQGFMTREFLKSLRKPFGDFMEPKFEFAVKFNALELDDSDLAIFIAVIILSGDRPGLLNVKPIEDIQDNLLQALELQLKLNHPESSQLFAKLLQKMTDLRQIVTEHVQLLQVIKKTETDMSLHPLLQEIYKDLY
# STAT1 inh: STAT1 signaling inhibition. NIH 3T3 STAT1-luciferase reporter, IFN-gamma, luminescence. inhibition, % at 5.5 µM. 0.35% of 200,000 active. AID 920;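 active = inhibition above a set limit, the mean inhibition across all tested compounds plus 3 SD, cut at about 34% in these data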;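 note: 0% = IFN-gamma with DMSO and 100% = IFN-gamma with 300 µM nifuroxazide; values of inactives mirror those of a sister screen read the other way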
# PPARg SRC-1 ag: agonists of human PPARgamma SRC-1 coactivator recruitment. PPARgamma-SRC-1 coactivator recruitment biochemical assay. activation, % at 8 µM. 0.41% of 200,000 active; in the data active = activation above about 19%;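 note: 0% = DMSO and 100% = reference agonist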
# PPARg SRC-3 ag: agonists of human PPARgamma SRC-3 coactivator recruitment; 0.26% of 200,000 active; biochemical PPARgamma/SRC-3 coactivator recruitment assay; P37231; activation, % at 8 µM; in the data active = activation above about 23%;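 note: 0% = DMSO and 100% = reference agonist; some compounds past the cut are filed as inactive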
# ROMK primary: human ROMK K+ channel modulation, primary screen; P48048; Tet-inducible ROMK, thallium flux fluorescence; actives lie on both sides; B-score at 10 µM; 2% of 130,000 active;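 active = signal ratio slope over the read window, or its plate-corrected B-score, at least 3 SD from the plate mean, either direction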;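 note: B-score of the F/F0 ratio slope over 7 to 12 s after thallium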
# STAT3 activator: STAT3 signaling activation; U3A cells, IL-6 STAT3-luciferase reporter, luminescence; 100% = signal with IL-6 EC80 alone; activation (% of control), % at 5.6 µM; 0.91% of 190,000 active;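 active = activation above the screen-wide mean of compound activation plus 3 SD, cut at about 130% in these data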;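 note: 0% = background luminescence of wells with medium and substrate only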
#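 Test system: STAT3-luciferase reporter U3A cells; Detection: reporter luminescence signal; Times: 1 h compound pre-exposure, 6 h IL-6 stimulation, 37 °C; Benchmarks: IL-6-only high control; Also added: IL-6 stimulus at 33 ng/mL final.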
# STAT3 inh: inhibitors of IL-6 induced STAT3 signaling. U3A cells, IL-6 STAT3-luciferase reporter, luminescence; host cell line lacks STAT1. inhibition, % at 5.5 µM. 0.89% of 190,000 active. AID 862;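 active = inhibition above the mean inhibition across all screened compounds plus 3 SD, cut at about 44% in these data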;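 note: 0% = DMSO only wells and 100% = 100 µM nifuroxazide control wells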
# An asterisk follows results filed as active; / = not tested or not shown.
cpd	molecule	bIAP act	TR-FRET SRC-2 ct	TNAP act hiacc	bIAP inhibitor	PPARg SRC-2 ag	STAT1 inh	PPARg SRC-1 ag	PPARg SRC-3 ag	ROMK primary	STAT3 activator	STAT3 inh
1	Cn1ncc(Br)c1C(=O)Nc1ccc(Br)cn1	1	1594	1	2	4	0	0	-1	0.002	93	7
2	CN(C(=O)Cn1cc(C#N)c2ccccc21)c1ccccc1	0.9	1762	1	5	4	5	-4	1	/	122	-22
3	Cc1ccc(NC(=O)c2ccco2)c([N+](=O)[O-])c1	1	1367	1.1	-4	5	-45	2	0	/	100	5
4	O=C1c2ccccc2C(=O)N1CCCCON1C(=O)c2ccccc2C1=O	0.9	1548	1.1	8	2	-1	-2	3	/	99	4
5	Cc1nc(NC(=S)NC(=O)c2cccs2)ccc1Br	1	1671	1	3	5	-1	0	6	-0.15	148*	-49
6	CCN1CC(CN(C)Cc2nc(-c3ccco3)oc2C)CC1=O (centres undefined)	1	1620	1	1	0	-2	10	2	0.38	102	3
7	COc1cc(OC)c(NC(=O)c2ccc(Br)o2)cc1Cl	0.8	1425	1	20	6	-1	-4	-19	/	118	-9
8	CCn1c(=O)n(CC(=O)Nc2ccc(F)cc2)c(=O)c2ccccc21	0.8	1494	1	16	-7	8	5	1	2.5	92	12
9	CCOC(=O)c1ccc(Oc2c(C)oc3cc(OS(C)(=O)=O)ccc3c2=O)cc1	0.9	1377	1	12	-4	-6	2	1	/	104	-2
10	O=C1c2cccnc2C(=O)N1Cc1ccc(F)cc1	1	1632	1	3	-2	2	3	0	0.47	99	4
11	COc1c(OC)c(O)c2c(=O)c(O)c(-c3ccccc3)oc2c1OC	0.9	1459	0.8	7	-10	6	0	-2	/	/	/
12	COc1cccc(C(C#N)N2N=C(C)CC2(C)C)c1O (centres undefined)	1.1	1584	1	-10	4	-1	-3	-1	/	108	-4
13	O=S(=O)(N1CCCCC1)n1nnc2ccccc21	0.8	1625	1	24	3	-13	4	-2	/	111	-9
14	CCOC(=O)C(CSCc1ccccc1)NC(=O)OC(C)(C)C (centres undefined)	0.9	1608	1	5	8	4	4	-1	/	97	8
15	Cn1nnnc1SCC(=O)N1CCN(S(=O)(=O)c2ccccc2)CC1	1	1462	1	2	0	1	-5	-1	2.6	97	6
16	Cn1nccc1/C=C(/C#N)S(=O)(=O)c1ccccc1	0.9	1627	1.1	7	7	-8	7	3	/	106	-2
17	CCc1cc2cccc(C)c2nc1SCC(=O)N1CCN(C(=O)c2ccco2)CC1	1	1518	1	-4	7	1	3	-2	/	109	-4
18	CCCCOC(=O)Nc1ccc(S(=O)(=O)Nn2cnnc2)cc1	0.8	1433	1	15	9	4	1	2	0.52	101	5
19	CCCOc1ccc(-c2c(C(=O)N/N=C/c3ccc(OC)cc3)nnn2-c2nonc2N)cc1	0.5	1332	1	/	-2	-4	3	1	0.2	104	-7
20	CCc1ccc(NC(=S)N2CCNC(=O)C2CC(=O)OC)cc1 (centres undefined)	1	1584	1.1	-5	1	-5	2	1	-0.42	105	1

# Some values from the results shown:
# entry 14 in PPARg SRC-1 ag = 4
# entry 2 in STAT3 inh = -22
# entry 13 in PPARg SRC-3 ag = -2
# entry 15 in STAT3 inh = 6
# entry 3 in STAT1 inh = -45

# Some of the entries so far, in transposed form:
[5] Cc1nc(NC(=S)NC(=O)c2cccs2)ccc1Br
[17] CCc1cc2cccc(C)c2nc1SCC(=O)N1CCN(C(=O)c2ccco2)CC1
[7] COc1cc(OC)c(NC(=O)c2ccc(Br)o2)cc1Cl
[12] COc1cccc(C(C#N)N2N=C(C)CC2(C)C)c1O (centres undefined)
Compound | 5 | 17 | 7 | 12
bIAP act | 1 | 1 | 0.8 | 1.1
TR-FRET SRC-2 ct | 1671 | 1518 | 1425 | 1584
TNAP act hiacc | 1 | 1 | 1 | 1
bIAP inhibitor | 3 | -4 | 20 | -10
PPARg SRC-2 ag | 5 | 7 | 6 | 4
STAT1 inh | -1 | 1 | -1 | -1
PPARg SRC-1 ag | 0 | 3 | -4 | -3
PPARg SRC-3 ag | 6 | -2 | -19 | -1
ROMK primary | -0.15 | / | / | /
STAT3 activator | 148* | 109 | 118 | 108
STAT3 inh | -49 | -4 | -9 | -4

# Next compounds follow:
cpd	molecule	bIAP act	TR-FRET SRC-2 ct	TNAP act hiacc	bIAP inhibitor	PPARg SRC-2 ag	STAT1 inh	PPARg SRC-1 ag	PPARg SRC-3 ag	ROMK primary	STAT3 activator	STAT3 inh
21	CC(=O)c1c(C)[nH]c(C(=O)CN2C(=O)NC(C)(CCC(C)C)C2=O)c1C (centres undefined)	1.1	1587	1	-9	-7	-2	2	4	-0.34	96	14
22	Nc1nc(CN2CCN(c3ccccc3)CC2)nc(Nc2ccc(Cl)cc2)n1	1	1166	1.1	1	-4	9	-10	-4	0.2	86	21
23	COc1ccc(Cl)cc1NC(=O)CN1C(=O)CC(C)S(=O)(=O)c2ccccc21 (centres undefined)	1.1	1495	1	-12	10	-9	-1	2	-0.068	110	-6
24	O=C(N=Nc1c(O)[nH]c2ccccc12)c1ccc2c(c1)OCO2	1	1723	1	-1	6	33	10	4	0.016	52	62*
25	CCn1c(Cc2ccccc2)nnc1SCC(=O)OC(C)C	1	1590	1	0	6	-8	5	3	0.076	104	0
26	CCCC(=O)NC(c1cccs1)c1cc([N+](=O)[O-])c2cccnc2c1O (centres undefined)	1	1537	0.8	2	-3	-8	-3	-2	-0.59	101	2
27	Cc1cc(O)ccc1Nc1nc2ccccc2nc1Nc1ccc(O)cc1C	0.8	1680	1	24	-4	7	-1	-6	-0.28	121	-20
28	CCOC(=O)c1[nH]c2cc(OC)c(OC)cc2c1N	0.8	1702	1	16	25*	-6	13	21	0.86	89	13
29	COCC(O)CNc1ccccc1 (centres undefined)	1.2	1508	1	-16	-9	-9	-5	-3	/	98	2
30	Clc1ccc(CN2C3=NCCN3c3ccccc32)cc1	1.2	1772	1.1	-17	-2	6	3	14	-1.4	103	-1
31	O=C(NCc1nc2ccccc2[nH]1)c1cccs1	0.9	1532	1	9	-6	-8	-3	-7	/	99	7
32	Cn1cc(S(=O)(=O)N2CCC(C(N)=O)CC2)c(=O)n(C)c1=O	1	1588	1	-3	9	0	2	3	/	/	/
33	CC(=O)OCC(OC(C)=O)C(OC(C)=O)C(OC(C)=O)C(=O)Nc1ccc(C)cc1C (centres undefined)	1	1784	1.1	1	-4	-4	3	4	0.056	104	-1
34	CCOCCCNC(=O)/C(C#N)=C/c1ccccc1F	0.9	1669	1	8	4	-5	15	7	-3.9*	99	4
35	O=C(CN1C(=O)S/C(=C\c2ccc(O)cc2)C1=O)c1ccccc1	1	1476	0.9	-1	0	1	0	0	0.17	93	19
36	Cc1nnc2n1NC(c1ccc(Cl)cc1)C(C(=O)N1CCC(C)CC1)S2 (centres undefined)	1	1670	1	0	0	-7	1	5	0.64	100	4
37	O=C(/C=C/c1ccccc1)c1ccccc1	1.1	1487	1	-12	-1	-13	2	-1	/	103	-1
38	Cc1ccc(C(=O)N/N=C2\CCCc3ccccc32)c(C)c1	0.9	1510	1.1	8	-8	-34	3	2	-0.47	105	5
39	COC(=O)c1ccc(-c2csc(NC(=O)c3ccc(S(=O)(=O)N4CCc5ccccc5C4)cc3)n2)cc1	0.9	1611	1	6	7	0	9	5	-0.38	97	12
40	O=C(c1ccccc1)c1nn(-c2ccc(Cl)cc2)c(=O)cc1C(F)(F)F	1	1523	1	4	5	-16	-7	1	/	134*	-42

# Profiles, looked up by structure.
# `Cn1nnnc1SCC(=O)N1CCN(S(=O)(=O)c2ccccc2)CC1` in the list: bIAP act: 1; TR-FRET SRC-2 ct: 1462; TNAP act hiacc: 1; bIAP inhibitor: 2; PPARg SRC-2 ag: 0; STAT1 inh: 1; PPARg SRC-1 ag: -5; PPARg SRC-3 ag: -1; ROMK primary: 2.6; STAT3 activator: 97; STAT3 inh: 6
# `O=S(=O)(N1CCCCC1)n1nnc2ccccc21` in the list: bIAP act: 0.8; TR-FRET SRC-2 ct: 1625; TNAP act hiacc: 1; bIAP inhibitor: 24; PPARg SRC-2 ag: 3; STAT1 inh: -13; PPARg SRC-1 ag: 4; PPARg SRC-3 ag: -2; ROMK primary: /; STAT3 activator: 111; STAT3 inh: -9
# `COc1ccc(Cl)cc1NC(=O)CN1C(=O)CC(C)S(=O)(=O)c2ccccc21` (centres undefined) in the list: bIAP act: 1.1; TR-FRET SRC-2 ct: 1495; TNAP act hiacc: 1; bIAP inhibitor: -12; PPARg SRC-2 ag: 10; STAT1 inh: -9; PPARg SRC-1 ag: -1; PPARg SRC-3 ag: 2; ROMK primary: -0.068; STAT3 activator: 110; STAT3 inh: -6

# More results
cpd	molecule	bIAP act	TR-FRET SRC-2 ct	TNAP act hiacc	bIAP inhibitor	PPARg SRC-2 ag	STAT1 inh	PPARg SRC-1 ag	PPARg SRC-3 ag	ROMK primary	STAT3 activator	STAT3 inh
41	COC(=O)[C@H]1Cc2cnoc2C[C@]1(C)C(=O)O	1.1	1737	1.1	-6	8	-4	1	1	0.0011	104	-8
42	Cc1nn(Cc2ccccc2Cl)c(C)c1NC(=O)C1C2CCC(O2)C1C(=O)O (centres undefined)	1.1	1699	1	-10	14	5	-3	1	0.26	101	3
43	Cc1ccc(NC(=O)CN2C(=O)NC3(CCc4ccccc43)C2=O)cc1Cl (centres undefined)	0.9	1581	1	10	-3	0	3	4	0.29	106	-1
44	N=C1C(c2nc3ccccc3[nH]2)=C(O)CN1NC(=O)COc1cccc(F)c1	0.9	1619	1.1	7	-1	1	-1	2	-0.21	96	3
45	O=C(c1cnccn1)N(Cc1ccco1)C1(C(=O)NC2CCCCC2)CCCCC1	1	1301	1	-2	-4	-5	-2	1	0.47	106	-11
46	C=CCn1c(-c2ccccc2OCC)n[nH]c1=S	0.9	1460	1	10	-7	3	6	0	1	158*	-58
47	O=C(NCc1ccc(F)cc1)c1cc(-c2ccco2)on1	0.9	1578	1	7	3	-10	0	-1	/	101	1
48	CC(C)n1c(-c2ccccc2F)n[nH]c1=S	0.9	1443	1	9	-1	0	5	3	/	97	7
49	CN1CCN(CCCc2c3c(cc4c2CCC4)CCC3)CC1	1.1	1509	1	-6	-5	1	7	-8	/	108	-15
50	Cc1cc2oc(C(=O)NC3CCS(=O)(=O)C3)c(C)c2cc1C (centres undefined)	0.9	1318	1.1	13	-3	-15	-2	12	/	103	1
51	O=C1CCCC2=C1C(c1cccc(O)c1)C1=C(N2)c2ccccc2C1=O (centres undefined)	1	1551	0.9	-3	10	3	9	7	0.94	87	20
52	CCN(CC(=O)NC(c1ccccc1)c1ccccc1)Cc1nc2ccccc2c(=O)[nH]1	2.4*	1505	1.2	-142	-10	10	3	-4	/	104	-1
